Screens deposited in PubChem by several laboratories.
HIV RNase H inh – inhibitors of HIV-1 reverse transcriptase RNase H; RT-RNase H RNA/DNA duplex cleavage, fluorescence; inhibition, % at 10 µM; 65,000 compounds, 1.9% hits; in the data active = inhibition above about 50%
RmlCD inh mix – inhibitors of RmlC and RmlD coupled enzymes. RmlC/RmlD coupled enzyme inhibition, 384-well mixture HTS. inhibition, % at 5.5 µM. 110,000 compounds, 0.39% hits; in the data active = inhibition above about 30%, passing the limit was not always enough; inconclusive = no clear call, values can overlap the other calls; note: strong numbers were not always called active
The depositor's hits bear a star; i = inactive; ? = inconclusive; nt = no result given. This is a subset (hit frequency here may not be typical).

SMILES	HIV RNase H inh	RmlCD inh mix
CCc1cc(C(=O)NNC(=S)Nc2ccccc2C)cs1	nt	10.1
Cc1ccc(-c2cc(C(=O)N/N=C/c3c(C)nn(C)c3C)c3ccccc3n2)c(C)c1	nt	6.7
Cc1cc(C)n(-c2nc(Nc3ccccc3C)nc(-n3nc(C)cc3C)n2)n1	nt	32.9
O=C(O)c1ccc(CN2CCCCC2)o1	-9.7	4.5
OC1(c2ccccc2F)CCN(Cc2nnnn2CCc2ccccc2)CC1	-4.6	7.1
O=C(CSc1nnc(-c2cccnc2)n1-c1ccc(F)cc1)NCc1ccc2c(c1)OCO2	nt	3.1
Cc1cc(C)nc(SCC(=O)Oc2ccc3oc(=O)cc(C)c3c2)n1	-11.7	6.2
COC(=O)c1cccc(NC(=O)c2cnoc2C)c1	nt	-13.9
O=C1CC(N(Cc2ccc3c(c2)OCO3)C(=O)Nc2ccc(F)cc2)C(=O)N1c1ccccc1 (centres undefined)	-7.8	8.6
C=CCN(c1ccc(C(=O)NC(C)C)cc1)S(C)(=O)=O	nt	8.6
Cc1cccc(NC(=O)C2CC(=O)N(c3ccccc3)C2)c1C (centres undefined)	nt	12.8
CSc1nc(C)cc(OCNC(=O)c2cccs2)n1	-8.4	nt
Cc1cc(C)c2c(CN3CCN(Cc4ccc5c(c4)OCO5)CC3)cc(=O)oc2c1C	15.4	-12.8
CCc1ccccc1NC(=O)CSC1=C(C#N)C(c2ccc(O)c(OC)c2)C2=C(CCCC2=O)N1 (centres undefined)	23.1	0.3
COc1ccc2[nH]c3c(c2c1)CN(C)CC3	-12.0	-7.2
Cc1[nH]c(=O)[nH]c(=O)c1NS(=O)(=O)c1ccc2c(c1)CCCC2	-6.0	5.3
CC1(OC(=O)c2cccs2)C(=O)C=C2C=C(c3ccc(C#N)cc3)OC=C2C1=O (centres undefined)	nt	-15.7
CC(=O)Nc1ccc(S(=O)(=O)Nc2ncccn2)cc1	-3.0	-6.5
CCn1nc(C(=O)Nc2nc3ccc(C)cc3s2)c2ccccc2c1=O	nt	-11.4
CCN(CC)C(=O)C1CCCN(C/C=C/c2ccccc2)C1 (centres undefined)	0.3	10.1
COCCN1CC(O)=C(c2nc3ccccc3c(=O)[nH]2)C1=N	-7.9	3.9
CCNC(=O)COC(=O)COc1ccc(Cl)cc1C	-8.9	-8.2
COc1cccc(Nc2nc3ccccc3nc2NS(=O)(=O)c2cccs2)c1	nt	61.6
CCOC(=O)c1c(C)oc2ccc(OCC(N)=O)cc12	-8.8	-3.2
Cc1cc2c(cc1C)CSC(c1ccccc1O)SC2	nt	-8.2
O=[N+]([O-])c1cccc2cn[nH]c12	-11.8	10.8
C=CCn1ncc(OC)c(Cl)c1=O	nt	-10.2
CCCc1c(O)c2ccccc2n(-c2ccccc2)c1=O	nt	6.8
Cc1cc(N2CCOCC2)c(F)cc1C(=O)c1ccccc1	nt	-0.4
CC(C)c1nnc(SCC(=O)NCc2ccc3c(c2)OCO3)n1C	nt	3.0
COc1ccc(NCC(=O)Nc2ccccc2C#N)cc1Cl	nt	1.8
CN1CCc2c(sc3c2c(=O)n(-c2ccccc2)c2nnc(SCc4ccc(Cl)cc4)n32)C1	7.2	5.4
Cc1ccc(C(=O)CSc2nnc(-c3ccccc3)o2)cc1	nt	-3.4
COc1ccccc1NC(=O)CSc1nnc(CNC(=O)COc2ccc(Cl)cc2)o1	-12.9	-5.9
CCOC(=O)C1=C(c2ccccc2)O/C(=C(/C#N)C(F)(F)F)S1	nt	8.8
CCC(C)(C)NC(=O)CN(C(=O)c1snc(C(N)=O)c1N)c1ccc(OC)c(OC)c1	nt	10.7
COc1ccc(N(CC(=O)N2CCc3ccccc3C2)S(C)(=O)=O)cc1	nt	7.1
Cc1cccc(C)c1OCc1nnc(SCC(=O)NCCc2ccccc2)o1	48.5	-19.6
Cc1noc(C)c1S(=O)(=O)N1CCCC(C(=O)NCCc2ccc(Cl)cc2)C1 (centres undefined)	-1.9	3.1
Cc1cccc(C(C)C)c1NC(=O)c1cccnc1	2.7	-2.0
O=C(NCc1nc(-c2ccccc2)no1)c1cccs1	-18.2	10.1
COc1cc(OC)c(C2N(c3ccccn3)C(=O)C3CCCN32)cc1OC (centres undefined)	-15.1	8.0
CC1CCc2nn(CC(=O)N3CCc4ccccc43)cc2C1 (centres undefined)	nt	3.7
CCc1ccc2nc(Nc3nc(COC)cc(=O)[nH]3)nc(C)c2c1	nt	15.7
O=C(NCc1nc(-c2ccccc2)no1)c1ccc2c(c1)OCO2	5.9	-0.8
COC(=O)c1ccccc1NC(=O)COC(=O)CSCC(=O)N1CCOCC1	-6.1	5.2
O=C(CSc1nnc(-c2cccs2)o1)N1CCOCC1	-1.3	-11.7
O=C1NCCCc2c1oc1cc(Br)c(O)c(Br)c21	0.8	10.2
CCOC(=O)c1cnc2ccc(OCC)cc2c1N1CCN(C)CC1	-14.3	7.8
O=C(O)CC1NC(=S)N(c2ccccc2)C1=O (centres undefined)	nt	11.8
Further entries.
SMILES	HIV RNase H inh	RmlCD inh mix
O=C1C(c2ccccc2)=C(N2CC2)c2ccccc21	nt	-16.1
Cc1ccc(NC(=O)COc2ccc(C(=O)NCCc3ccccc3)cc2)cc1	nt	-9.9
COc1ccc2nc(-c3ccc(F)cc3)sc2c1	nt	-63.0
O=C(NCCc1ccccc1)c1cc(-c2ccc3c(c2)OCO3)on1	-6.3	-15.0
CCn1c(SCC(=O)NCCOC)nc2sc(C)c(C)c2c1=O	-2.6	-21.6
N#Cc1ccc(C23CC4(C2)[C@H](CN(Cc2ccc(-c5ccccc5)cc2)[C@@H]4c2ccccc2)C3c2ccc(C(F)(F)F)cc2)cc1 (some centres undefined)	nt	3.3
COC(=O)C1C2CCC(C2)C1C(=O)OCC(=O)c1ccc(C)cc1 (centres undefined)	nt	4.0
COC(=O)c1cc(-c2cccc(OC)c2)n[nH]1	-18.8	-2.3
Clc1ccc(-n2c(SCc3nc4ccccc4[nH]3)nnc2-c2ccncc2)cc1	nt	-8.6
O=C(c1ccco1)N1CCN=C1SCc1cccc(F)c1	-7.8	-17.9

2 consecutive entries already listed:
SMILES	HIV RNase H inh	RmlCD inh mix
Clc1ccc(-n2c(SCc3nc4ccccc4[nH]3)nnc2-c2ccncc2)cc1	nt	-8.6
O=C(c1ccco1)N1CCN=C1SCc1cccc(F)c1	-7.8	-17.9

(further entries)
SMILES	HIV RNase H inh	RmlCD inh mix
COc1nc(Oc2ccc(C(=O)OCC(N)=O)cc2)nc(N(C)C)n1	-5.5	6.3
O=C(NC1CC1)C1=C[C@@H](c2c[nH]c3ccccc23)C[C@@H](OCCCCO)O1	nt	1.8
COC(=O)C1=C(C)N(CCc2cc(OC)c(OC)c(OC)c2)C(=O)N[C@H]1c1ccccc1	nt	5.7
Cc1cccc2cc3c(NC(=O)c4ccccn4)nn(C)c3nc12	36.0	-15.5
Cc1cc(C(=O)N=Nc2c(O)n(C(C)C)c3ccccc23)n[nH]1	nt	9.1
CCc1nnc(NC(=O)CSc2nc3ccccc3c(=O)n2CCCOC)s1	nt	-9.0
O=C(Nc1ccc(Oc2ccc3ccccc3c2)cc1)c1ccco1	nt	12.0
CCCn1c(=O)c2ccccc2n2c(SCC(=O)Nc3cc(C)on3)nnc12	-4.4	4.3
CSc1ccccc1NC(=O)COc1ccccc1Cl	nt	-24.2
CCN1C(=O)c2cccc3c(NC(=O)C4CCCCC4)ccc1c23	-1.2	6.3
CC1CN(S(=O)(=O)c2cccc3nsnc23)CC(C)O1 (centres undefined)	nt	-10.4
O=C(NCCCCc1ccccc1)C1CC(c2cccc(F)c2)=NO1 (centres undefined)	nt	3.8
CCCCOc1ccc(NC(=O)c2cnc(C)cn2)cc1	1.9	8.0
COC1(OC)N=C(N)C2(C#N)C(c3ccc4c(c3)OCO4)C12C#N (centres undefined)	-4.6	nt
Cc1ccc2nc(SCc3nnc(-c4cccs4)o3)[nH]c2c1	-14.4	-9.3
O=C(O)Cn1c(-c2ccccc2)nc2ccccc21	-21.1	-11.8
CCC(C)(C)NC(=O)CN(C(=O)CCC(=O)Nc1ccccn1)c1ccc(F)c(Cl)c1	nt	-13.3
CCCC(=O)Nc1nnc(-c2cccc(OCC)c2)s1	9.2	48.1
O=C(Nc1cc(C(F)(F)F)ccc1Cl)c1cc(C2CC2)on1	-10.4	12.9
Fc1cccc(Oc2nc3ccccc3n3cccc23)c1	nt	-9.5
O=C(CCc1ccccc1)Nc1ncc2c(n1)CCCC2=O	-1.4	6.6
Clc1ccc(N2CCCCCC2)nn1	nt	7.9
CC(C)CNC(=O)c1c2c(nc3ccccc13)-c1ccccc1CC2	nt	-1.9
CN(C)S(=O)(=O)c1ccccc1C#N	-4.6	-12.8
O=C(c1cccc(F)c1)N1CCC(O)(c2cccnc2)CC1	nt	-6.7
CCOC(=O)c1cc2c(=O)n3cccc(C)c3nc2n(Cc2ccco2)c1=NC(=O)c1cccnc1	-5.3	nt
COC(=O)c1ccc(CSc2nnc(Nc3cccc(OC)c3)s2)o1	nt	-17.6
COc1cc(NC(=O)C2CCCO2)c(OC)cc1NC(=O)c1ccccc1 (centres undefined)	-2.6	-8.1
CCC(=O)c1ccc(OCC(=O)O)cc1	-10.5	13.2
O=S(=O)(NCC1CCCO1)c1ccc(Br)s1 (centres undefined)	-35.9	9.7

Whole records from above. Order of values: HIV RNase H inh	RmlCD inh mix
O=C(Nc1ccc(Oc2ccc3ccccc3c2)cc1)c1ccco1 as listed: nt	12.0
Cc1cc2c(cc1C)CSC(c1ccccc1O)SC2 as listed: nt	-8.2
Cc1cccc(C)c1OCc1nnc(SCC(=O)NCCc2ccccc2)o1 as listed: 48.5	-19.6
CCOC(=O)c1cc2c(=O)n3cccc(C)c3nc2n(Cc2ccco2)c1=NC(=O)c1cccnc1 as listed: -5.3	nt
Cc1cc(C(=O)N=Nc2c(O)n(C(C)C)c3ccccc23)n[nH]1 as listed: nt	9.1

New compounds follow:
SMILES	HIV RNase H inh	RmlCD inh mix
CCOc1ccc(C(=O)CN2CCN(S(=O)(=O)c3ccc(OC)cc3)CC2)cc1	-0.7	4.0
CCOCCc1nnc(NC(=O)CN2C(=O)c3ccccc3C2=O)s1	2.9	-3.4
CCc1cccc(NS(=O)(=O)c2ccc3c(c2)oc(=O)n3C)c1	4.6	nt
COc1ccc(-n2nc(C(=O)NCC(=O)NCc3ccco3)c3ccccc3c2=O)c(OC)c1	nt	-8.7
CCc1nc2sc3ccccc3c(=O)c2c(=O)n1Cc1ccco1	10.2	10.7
O=S(=O)(N1CCCCC1)N1CCN(CC(O)COc2ccc3cc(Br)ccc3c2)CC1 (centres undefined)	nt	7.1
O=C1CC(N2CCC(Cc3ccccc3)CC2)C(=O)N1CCc1ccccc1 (centres undefined)	nt	-14.2
COc1ccc(N2CCCn3c2nc2c3c(=O)n(CCN3CCOCC3)c(=O)n2C)cc1	-9.2	-5.4
C=CCOc1c(CNc2cccc(C(=O)O)c2)cccc1OCC	nt	9.7
CSc1nc2ccccc2cc1/C=C(\C#N)c1ccccc1	nt	-25.9
O=C(NN=C1C2CC3CC(C2)CC1C3)c1cc(Cl)ccc1O	nt	-31.2
CC(C)(C)n1ncc2c(=O)n(CC(=O)NCc3ccco3)cnc21	-0.7	-12.5
CCn1c(CCCNC(=O)c2ccc(F)cc2)nc2ccccc21	nt	13.1
O=C(NCCN1CCOCC1)c1ccccc1Oc1ccccc1	2.4	0.6
Cc1nc2nc(COc3ccccc3)[nH]n2c(=O)c1Cl	-8.8	-12.9
O=C(Oc1nsnc1N1CCOCC1)c1ccccc1	nt	12.4
CCc1nc2ccccc2n1Cc1cc(=O)n2cc(C)ccc2n1	-10.7	i
COCc1cc(C)n(CC(=O)Nc2ccccc2OC)c(=O)c1C#N	-1.1	23.9
CCN(CC)C(=O)COc1ccc(-c2ccccc2)cc1	-11.7	4.0
O=C(Cc1coc2ccc3ccccc3c12)N1CCN(c2ncccn2)CC1	-53.1	-6.8

Some of these compounds in order of formula weight, rising:
SMILES	HIV RNase H inh	RmlCD inh mix
CCN(CC)C(=O)COc1ccc(-c2ccccc2)cc1	-11.7	4.0
O=C(Oc1nsnc1N1CCOCC1)c1ccccc1	nt	12.4
O=C(NCCN1CCOCC1)c1ccccc1Oc1ccccc1	2.4	0.6
CC(C)(C)n1ncc2c(=O)n(CC(=O)NCc3ccco3)cnc21	-0.7	-12.5
COCc1cc(C)n(CC(=O)Nc2ccccc2OC)c(=O)c1C#N	-1.1	23.9

New compounds follow.
SMILES	HIV RNase H inh	RmlCD inh mix
CC(C)(C)NC(=O)C(c1ccco1)N(C(=O)Cn1nnc(-c2ccc(F)cc2)n1)c1cccc(F)c1 (centres undefined)	10.3	nt
C=CCN1C=CC(=O)CC1	nt	-3.3
CN(C)CCNc1nc(-c2ccccc2)nnc1C(F)(F)F	nt	?
Cc1cc(C(=O)Nc2sc3c(c2C#N)CCCC3)no1	2.5	-6.7
COc1ccc(C(c2nnnn2CC2CCCO2)N2CCN(c3ccccc3)CC2)cc1 (centres undefined)	-3.6	-0.5
O=[N+]([O-])c1cc(S(=O)(=O)N2CCCC2)ccc1N/N=C/c1cccs1	nt	6.8
Cc1cc(=O)oc(C)c1C(=O)Nc1ccc2nsnc2c1	-18.1	6.3
O=C(CCCc1ccccc1)NCc1cccnc1	1.0	2.0
Cc1ccc2c(CN3CCN(S(=O)(=O)c4ccc5c(c4)OCCO5)CC3)cc(=O)oc2c1C	16.9	5.3
CN(C(=O)c1ccno1)c1nnc(-c2cnccn2)s1	-2.7	26.2
CCCc1cc(=O)oc2c3c(c4c(c12)OC(C)(C)C=C4)OC(C)C(C)C3O (centres undefined)	nt	5.5
O=C(OC1CCCCC1)c1ccc(NC(=O)c2ccco2)cc1	3.4	-11.4
O=c1[nH]c(N2CCCCC2)nc2c1CCCC2	0.1	-0.7
O=S(=O)(Nc1ccc(S(=O)(=O)Nc2nccs2)cc1)c1ccc2c(c1)OCCO2	nt	7.0
O=C(CN1CCC(N2CCCCC2)CC1)N1CCCc2ccccc21	nt	-10.4
Cn1c(SCC(=O)NC(=O)NCc2ccco2)nnc1-c1ccccc1	nt	0.1
CCn1cc(C(=O)NCc2ccco2)c(=O)c2cc(F)c(N3CCN(C(=O)c4ccco4)CC3)cc21	-2.5	5.4
